inhibitors of VEEV: inhibitors of VEEV TC-83 cytopathic effect, confirmation, Vero cells (AID 588727); Vero cells, VEEV TC-83 cytopathic effect inhibition; higher % means a stronger effect; inhibition, % at 20 µM, or IC50 in µM where a hit was titrated; hit rate 0.13% among 350,000; in the data active = a potency from the dose series; inconclusive = inhibition mostly from about 14% at the one dose, without a potency; inactive = the rest, 99 in 100 with inhibition below about 12%; also: strong numbers were not always called active
H37Rv inhibition: M. tuberculosis growth inhibition, HTS (AID 449762). inhibition, % at 25 µM; hits with a dose series show IC50 in µM. M. tuberculosis H37Rv growth inhibition, 7H9 media; higher % means a stronger effect. hit rate 0.59% among 330,000; in the data active = a potency from the dose series; inconclusive = inhibition above about 70% without an active follow-up result;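 also: bacterial growth assessed after seven days of incubation; strong numbers were not always called active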
Salmonella PhoP GFP: PhoP regulon inhibitors, Salmonella typhi PhoP promoter GFP reporter, confirmatory (AID 1850). Salmonella Typhi PhoP-promoter GFP reporter, fluorescence, 4 h; higher % means a stronger effect. hit rate 0.33% among 310,000. one-dose inhibition, % at 50 µM; IC50 in µM for titrated hits; in the data active = a potency from the dose series; inconclusive = inhibition mostly from about 25% at the one dose, without a potency; inactive = the rest, 99 in 100 with inhibition below about 19%;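 also: 0% = induced wells with vehicle and 100% = uninduced wells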
influenza NS1A: H1N1 influenza NS1A inhibitors, functional cell based assay (AID 504329); NS1A functional cell-based assay, percent inhibition; higher % means a stronger effect; hit rate 0.3% among 340,000; inhibition, % at 12.5 µM, or IC50 in µM where a hit was titrated; in the data active = a potency from the dose series; inconclusive = inhibition above about 27% without an active follow-up result; also: strong numbers were not always called active
tuberculosis growth: growth inhibition of non-replicating M. tuberculosis (AID 488890); one-dose inhibition, % at 25 µM; IC50 in µM for titrated hits; Mycobacterium tuberculosis non-replicating, growth inhibition; higher % means a stronger effect; hit rate 0.39% among 320,000; in the data active = a potency from the dose series; inconclusive = inhibition mostly from about 82% at the one dose, without a potency; inactive = the rest, 99 in 100 with inhibition below about 76%;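 also: plate controls were DMSO cells for no effect and high antibiotic wells for full effect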
inhibitors of VEEV 10K pilot screen: recorded beside inhibitors of VEEV, whose call it bears; inhibition, %; measured here: 10K pilot screen inhibition
* marks the source's active call; other numbers are inactive results; i = inactive; ? = inconclusive; nt = no result given. This is a random part of the collection, and some 1.6% of all compounds hit somewhere here.

SMILES | inhibitors of VEEV | H37Rv inhibition | Salmonella PhoP GFP | influenza NS1A | tuberculosis growth | others
Cc1ccc(-c2noc(CN(C)C(=O)c3ccoc3C)n2)cc1 | 0.5% | 10.8% | 11.1% | 5.9% | 15.0%
O=C1c2ccccc2S(=O)(=O)N1CC(O)Cn1ccc2ccccc21 (stereo not drawn) | 5.8% | -0.9% | 1.1% | 13.1% | 20.4%
O=C(N=C1SC2CS(=O)(=O)CC2N1c1ccc(Cl)cc1Cl)C1CCCO1 (stereo not drawn) | 0.5% | 3.4% | -12.0% | -20.1% | 1.0%
CCN1CCCC1CNCc1cc(OC)c(OC)c(OC)c1 (stereo not drawn) | 1.6% | -8.2% | 7.7% | -6.3% | 3.9% | inhibitors of VEEV 10K pilot screen=0.1
N#Cc1nc(-c2ccc(OCc3ccc(Cl)cc3)cc2)oc1N1CCC(C(N)=O)CC1 | i | 7.7% | 4.0% | 2.2% | -2.8%
O=C(C1=C[C@H](c2ccc(C(F)(F)F)cc2)C[C@H](OCc2ccc(CO)cc2)O1)N1CCN(Cc2ccccc2)CC1 | 0.2% | 21.5% | -4.7% | 4.9% | 26.8%
CCN1CCN(CCCCSc2ccccc2)CC1 | nt | -2.9% | -6.0% | nt | 12.7%
O=C(CSc1ncnc2ccccc12)N1CCNC1=O | 2.2% | -10.8% | nt | -1.6% | 1.3%
CCOc1ccc(NC(=O)CN(C)S(=O)(=O)c2cccc3cccnc23)cc1 | 1.6% | -3.1% | 6.5% | 1.5% | 1.3%
COC(=O)C1C(=O)OC(C)(C)C1C(C)C(=O)c1ccc(C)cc1C (stereo not drawn) | i | 2.1% | -2.2% | -7.9% | 6.2%
CSCCC(NS(=O)(=O)c1ccc(C)cc1)C(=O)NC1CCCCCC1 (stereo not drawn) | 2.1% | -5.5% | 7.5% | -0.8% | -6.5%
CC1CCc2sc(C(=O)NCCCn3ccnc3)cc2C1 (stereo not drawn) | i | -9.1% | 12.6% | 16.9% | 10.4%
Cn1nc(C(=O)N2CCN(c3ccc(F)cc3)CC2)c2c1-c1ccccc1S(=O)(=O)C2 | 0.7% | 2.8% | 9.8% | -1.4% | 9.7%
Cc1sc2nc(CN3CCOCC3)nc(N3CCC(C(N)=O)CC3)c2c1C | 0.4% | -11.3% | 8.8% | -18.1% | -1.8%
O=[N+]([O-])c1ccc(/C=N\NS(=O)(=O)c2ccc(F)cc2)o1 | 2.5% | ? | 13.9% | 3.5% | ?

Structural class, those above containing a carbonyl joined to an NH by a bond outside any ring.
SMILES | inhibitors of VEEV | H37Rv inhibition | Salmonella PhoP GFP | influenza NS1A | tuberculosis growth | others
N#Cc1nc(-c2ccc(OCc3ccc(Cl)cc3)cc2)oc1N1CCC(C(N)=O)CC1 | i | 7.7% | 4.0% | 2.2% | -2.8%
CCOc1ccc(NC(=O)CN(C)S(=O)(=O)c2cccc3cccnc23)cc1 | 1.6% | -3.1% | 6.5% | 1.5% | 1.3%
CSCCC(NS(=O)(=O)c1ccc(C)cc1)C(=O)NC1CCCCCC1 (stereo not drawn) | 2.1% | -5.5% | 7.5% | -0.8% | -6.5%
CC1CCc2sc(C(=O)NCCCn3ccnc3)cc2C1 (stereo not drawn) | i | -9.1% | 12.6% | 16.9% | 10.4%
Cc1sc2nc(CN3CCOCC3)nc(N3CCC(C(N)=O)CC3)c2c1C | 0.4% | -11.3% | 8.8% | -18.1% | -1.8%

Remaining list, next part
SMILES | inhibitors of VEEV | H37Rv inhibition | Salmonella PhoP GFP | influenza NS1A | tuberculosis growth | others
CCCC(C)NC(=O)CSc1nnc2ccccn12 (stereo not drawn) | 0.8% | 9.8% | 8.1% | 11.5% | 16.6%
Cc1cc(C)cc(NC(=O)Cn2nnc(C(=O)NCc3ccccc3Cl)c2N)c1 | ? | 7.1% | -25.0% | 1.1% | -1.7%
O=C1C2C3C=CC(C3)C2C(=O)N1c1nc2ccccc2s1 (stereo not drawn) | 0.3% | -11.0% | -2.1% | 3.4% | 0.1%
COc1cccc(C(=O)Nc2ccc(NC(=O)c3ccco3)cn2)c1 | 2.9% | 6.9% | 0.3% | 9.6% | -2.3%
CCOC(=O)c1ccc(-c2ccc(/C=N/NC(=O)CN(c3ccccc3Br)S(C)(=O)=O)o2)cc1 | 12.0% | 3.8% | -3.2% | -6.5% | -5.1%
COc1ccc(C(=O)Nn2c(CC(C)C)nc3cc(Cl)ccc3c2=O)c(OC)c1 | 0.1% | 8.8% | -4.0% | -3.1% | -3.8%
CCCN(C(=O)c1cc(C)ccc1C)c1c(N)n(Cc2ccccc2)c(=O)[nH]c1=O | i | 2.2% | nt | -15.5% | 27.1%
COc1cc(NC(=O)CN2C(=O)c3ccccc3S2(=O)=O)c(OC)cc1Cl | 1.3% | -6.3% | -3.0% | 14.8% | -14.5%
COc1ccc(OC)c(CNC(=O)COc2cc(=O)n(C)c3ccccc23)c1 | 0.9% | 7.8% | 11.5% | 4.8% | 14.4%
O=C(NCCc1ccc(Cl)cc1)C1CCN(S(=O)(=O)c2cccc3nonc23)CC1 | 1.6% | 1.9% | 2.2% | 3.3% | 8.2%
CC(C)c1ccc(S(=O)(=O)N2CCN(C(=O)c3cc([N+](=O)[O-])ccc3N3CCOCC3)CC2)cc1 | 3.1% | -5.5% | -5.3% | 1.5% | -3.5%
O=C(Nc1ccc2ncccc2c1)Nc1ccc2ncccc2c1 | 0.5% | 7.4% | -8.4% | 2.6% | -0.3%
CC1(C)Cc2ccccc2-c2nc(NCCCO)[nH]c(=O)c21 | 1.9% | -11.9% | 1.5% | -4.3% | 6.8%
c1cncc(C(c2nnnn2C2CCCCC2)N2CCN3CCCC3C2)c1 (stereo not drawn) | 0.3% | -10.3% | -3.9% | 1.6% | 1.9%
O=S(=O)(NCCN1CCOCC1)c1ccc(F)c(Cl)c1 | i | -6.6% | 0.5% | -8.3% | -9.9%
CC1(C)CC(NC(=O)c2cccc(F)c2)CC(C)(C)N1 | 0.1% | 5.1% | -2.6% | -1.9% | 5.1%
O=C(c1cc(COc2ccc(F)cc2F)on1)N1CCCC(c2ccccc2)C1 (stereo not drawn) | 3.2% | 17.6µM* | -10.7% | -0.8% | 21.6%
CCN(CC(=O)Nc1ccc(S(=O)(=O)N2CCCC2)cc1)Cc1ccccc1 | 6.7% | 7.4% | 3.9% | -7.4% | 6.0%
Cc1ccc(NC(=O)COC(=O)/C=C/c2cccs2)cc1 | 1.7% | 4.2% | -2.8% | -8.2% | 65.7%
Cc1ccc(-n2c(O)c(C=NCC3CCCO3)c(=O)[nH]c2=O)c(C)c1 (stereo not drawn) | 1.2% | 1.1% | -0.1% | -2.5% | -10.6%
CN(c1ccc(OCC(=O)OCC(=O)NC2CCCC2)cc1)S(=O)(=O)c1ccc2ccccc2c1 | 0.1% | -7.7% | -24.1% | 11.1% | 22.5%
Cn1cccc1-c1nc2ccc(NC(=O)c3cccs3)cc2[nH]1 | 6.3% | -2.9% | -7.8% | 26.6% | -1.9% | inhibitors of VEEV 10K pilot screen=2.8
O=C(N/N=C/c1cccc([N+](=O)[O-])c1)c1ccc(COc2ccccc2-c2ccccc2)cc1 | 5.2% | 2.6% | -5.1% | -0.5% | 5.6%
Clc1ccccc1CN1CCN(c2ncccn2)CC1 | 0.4% | -25.3% | -5.4% | 16.6% | -11.9%
Cc1ccc(NC(=O)N(Cc2cccnc2)Cc2ccco2)cc1C | 3.2% | 1.7% | -14.7% | 2.2% | 11.6%
CCOc1ccccc1NC(=S)NC(=O)CCCOc1ccc(Cl)cc1Cl | 0.4% | 0.5% | -11.7% | 0.8% | 46.3%
CC(=O)C1=C(O)C(=O)N(c2cccnc2)C1c1ccc([N+](=O)[O-])cc1 (stereo not drawn) | nt | 11.3% | -5.4% | nt | 28.4%
CCCOc1cccc(C2C(C(=O)c3ccco3)=C(O)C(=O)N2c2nnc(C)s2)c1 (stereo not drawn) | 0.5% | 1.2% | -23.5% | 7.1% | 33.0%
CCOC(=O)CSc1nnc(CSc2nc3sc4c(c3c(=O)[nH]2)CCC4)n1-c1ccccc1 | 1.5% | -0.7% | -5.6% | -1.2% | 64.9%
N=c1n(CCO)c2ccccc2n1Cc1ccccc1Cl | i | 1.2% | -4.2% | -6.9% | 12.3%

3 structures from above, arranged by number of heavy atoms, falling:
SMILES | inhibitors of VEEV | H37Rv inhibition | Salmonella PhoP GFP | influenza NS1A | tuberculosis growth | others
CCN(CC(=O)Nc1ccc(S(=O)(=O)N2CCCC2)cc1)Cc1ccccc1 | 6.7% | 7.4% | 3.9% | -7.4% | 6.0%
CC(=O)C1=C(O)C(=O)N(c2cccnc2)C1c1ccc([N+](=O)[O-])cc1 (stereo not drawn) | nt | 11.3% | -5.4% | nt | 28.4%
Clc1ccccc1CN1CCN(c2ncccn2)CC1 | 0.4% | -25.3% | -5.4% | 16.6% | -11.9%

The list goes on.
SMILES | inhibitors of VEEV | H37Rv inhibition | Salmonella PhoP GFP | influenza NS1A | tuberculosis growth | others
CC(=O)NCC(=O)N(c1c(C)n(C)n(-c2ccccc2)c1=O)C1(C(=O)NC2CCCC2)CCCCC1 | 3.3% | -3.8% | 0.2% | -0.4% | -2.2% | inhibitors of VEEV 10K pilot screen=0.3
OC(CNCCc1ccc(C(F)(F)F)cc1)COc1cccc2ccccc12 (stereo not drawn) | i | ? | ? | 4.6% | 9.03µM*
CCOC(=O)C1(Cc2ccccc2)CCN(Cc2ccon2)CC1 | i | -7.2% | 5.0% | 0.1% | -12.6%
CCN(CC)CCCNC(=O)c1cc(-c2ccc3c(c2)OCO3)on1 | i | 12.1% | -13.9% | 22.7% | -2.0%
CC1CCCN(c2nc3c(c(=O)n(C)c(=O)n3C)n2CCSc2nc3ccccc3s2)C1 (stereo not drawn) | 3.5% | 10.0% | nt | 3.0% | 29.8%
O=C(CSc1nnc2ccccn12)NNC(=O)c1cccc(Cl)c1 | 0.5% | 6.4% | nt | -21.8% | -5.3%
Cc1ccc(COc2cccc(/C=N/NC(=O)c3nnn(-c4nonc4N)c3C)c2)cc1 | i | 6.3% | -5.0% | -2.1% | -9.0%
COc1cc2c3c(c1OC)-c1cc4c(cc1CC3(C#N)N(C(=O)c1ccccc1)CC2)OCO4 (stereo not drawn) | 7.8% | nt | nt | 6.5% | nt
O=C(C[n+]1cc(Br)cc2ccccc21)c1ccc(F)cc1 | 0.6% | 0.4% | 54.7% | 0.4% | 14.6%
CCNC(=S)N1CCc2cc(OC)c(OC)cc2C1COc1ccccc1OC (stereo not drawn) | 3.1% | -2.6% | 4.1% | 8.1% | 35.1%
c1cncc(-c2nc3ccccc3[nH]2)c1 | 0.4% | 1.9% | -10.6% | 2.2% | -0.4%
CC(C)CNP(=S)(c1ccccc1)C(C)(C)C (stereo not drawn) | i | -8.9% | 2.7% | 0.4% | 4.8%
C=CCOC(=O)C1=C(C)NC(=O)NC1c1ccc(OCC)cc1 (stereo not drawn) | 0.2% | -3.0% | -2.1% | -7.1% | -11.7%
Cc1ccc2nc(-c3ccccc3)nn2c1 | 0.2% | nt | nt | -0.2% | nt
COc1ccc(Cl)cc1C(=O)NNC(=S)NC(=O)/C=C/c1ccco1 | 6.7% | ? | -4.3% | -4.6% | ?
COc1ccccc1C1=NC(c2ccc(C)cc2)N=C1C (stereo not drawn) | 3.1% | 11.6% | -7.0% | -4.8% | 67.0%
CCOC(=O)CNC(=O)CSc1nc2cccnc2n1Cc1ccccc1 | 1.5% | -1.6% | -17.5% | -3.6% | 48.1%
CC(=O)c1cc(CN2CCC(n3nccc3NC(=O)c3ccccc3C)CC2)cs1 | 3.2% | -2.4% | -8.1% | -11.8% | 6.8%
C=CCOn1c(C)c(C(C)=O)c2c3no[n+]([O-])c3ccc21 | 2.6% | 4.6% | -0.6% | 2.9% | 0.1%
COc1ccccc1CNC(=O)COc1ccc(C)cc1 | 0.7% | 2.0% | -5.2% | -3.9% | 18.9%
O=C(NCc1ccco1)/C(=C/c1ccco1)NC(=O)c1ccc(Br)o1 | 0.1% | -2.9% | -1.5% | -6.0% | 10.0%
COc1ccc(CNS(=O)(=O)c2cc3c4c(c2)CCN4C(=O)CC3)cc1 | i | nt | nt | -0.8% | nt
CCCCCn1nc(C(=O)OCc2nc(N)nc(Nc3ccccc3)n2)c2ccccc2c1=O | 3.4% | 2.6% | nt | 4.4% | 32.5%
CCOc1cc(/C=N/NC(=O)C(=O)N/N=C/c2ccc(O)c(OCC)c2)ccc1O | 0.6% | 6.3% | -7.4% | -4.4% | 17.9%
Cc1cc([N+](=O)[O-])nn1CC(=O)Nc1cnc2ccccc2c1 | 1.8% | -3.7% | 2.2% | 16.6% | 4.2%
Cc1ccc(-c2csc(N3CCC(NS(=O)(=O)c4ccc5c(c4)OCCO5)CC3)n2)cc1 | 0.5% | 11.5% | 6.7% | 5.1% | 8.3%

Assay outcomes: PubChem BioAssay, Southern Research Specialized Biocontainment Screening Center
